Source: PubChem BioAssay (several laboratories)
Rin1-Abl PPI inh – inhibitors of Rin1-Abl protein binding, primary screen, biochemical, TR-FRET. inhibition, % at 7.35 µM. Tyrosine-protein kinase ABL1 (Homo sapiens) + Ras and Rab interactor 1 (Homo sapiens), …. 0.4% of 360,000 active; in the data active means inhibition above about 5%, passing the limit was not always enough
Target sequence (P00519 whole entry, looked up): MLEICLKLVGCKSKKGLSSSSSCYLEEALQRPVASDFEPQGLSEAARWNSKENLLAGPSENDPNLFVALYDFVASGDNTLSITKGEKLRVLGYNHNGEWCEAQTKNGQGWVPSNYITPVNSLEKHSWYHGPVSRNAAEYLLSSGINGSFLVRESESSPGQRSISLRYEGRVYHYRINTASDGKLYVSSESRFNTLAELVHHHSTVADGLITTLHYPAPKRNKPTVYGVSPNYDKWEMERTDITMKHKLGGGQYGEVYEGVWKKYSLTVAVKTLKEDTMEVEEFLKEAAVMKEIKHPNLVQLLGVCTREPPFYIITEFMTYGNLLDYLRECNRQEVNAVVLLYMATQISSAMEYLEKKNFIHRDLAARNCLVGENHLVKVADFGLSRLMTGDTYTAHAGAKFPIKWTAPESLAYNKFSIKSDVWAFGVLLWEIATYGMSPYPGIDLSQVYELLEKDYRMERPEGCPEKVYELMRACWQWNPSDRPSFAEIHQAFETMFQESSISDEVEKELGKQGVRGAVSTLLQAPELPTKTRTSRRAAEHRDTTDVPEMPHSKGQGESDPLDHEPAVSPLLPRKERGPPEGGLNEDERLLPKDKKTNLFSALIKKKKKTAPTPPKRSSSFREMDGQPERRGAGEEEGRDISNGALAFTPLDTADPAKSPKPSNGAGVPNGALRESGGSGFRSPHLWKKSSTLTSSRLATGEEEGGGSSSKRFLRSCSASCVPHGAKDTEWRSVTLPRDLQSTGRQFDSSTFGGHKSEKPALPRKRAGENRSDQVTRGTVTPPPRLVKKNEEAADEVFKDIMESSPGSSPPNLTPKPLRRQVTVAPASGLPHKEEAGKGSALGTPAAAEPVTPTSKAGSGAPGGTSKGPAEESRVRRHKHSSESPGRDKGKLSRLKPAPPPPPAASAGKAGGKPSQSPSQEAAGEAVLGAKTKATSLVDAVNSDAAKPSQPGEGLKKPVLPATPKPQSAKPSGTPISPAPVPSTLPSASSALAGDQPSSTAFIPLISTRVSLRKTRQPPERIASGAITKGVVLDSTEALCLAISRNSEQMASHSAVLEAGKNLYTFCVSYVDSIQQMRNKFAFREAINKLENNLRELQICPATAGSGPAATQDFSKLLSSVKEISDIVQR
Target sequence (Q13671 whole entry, looked up): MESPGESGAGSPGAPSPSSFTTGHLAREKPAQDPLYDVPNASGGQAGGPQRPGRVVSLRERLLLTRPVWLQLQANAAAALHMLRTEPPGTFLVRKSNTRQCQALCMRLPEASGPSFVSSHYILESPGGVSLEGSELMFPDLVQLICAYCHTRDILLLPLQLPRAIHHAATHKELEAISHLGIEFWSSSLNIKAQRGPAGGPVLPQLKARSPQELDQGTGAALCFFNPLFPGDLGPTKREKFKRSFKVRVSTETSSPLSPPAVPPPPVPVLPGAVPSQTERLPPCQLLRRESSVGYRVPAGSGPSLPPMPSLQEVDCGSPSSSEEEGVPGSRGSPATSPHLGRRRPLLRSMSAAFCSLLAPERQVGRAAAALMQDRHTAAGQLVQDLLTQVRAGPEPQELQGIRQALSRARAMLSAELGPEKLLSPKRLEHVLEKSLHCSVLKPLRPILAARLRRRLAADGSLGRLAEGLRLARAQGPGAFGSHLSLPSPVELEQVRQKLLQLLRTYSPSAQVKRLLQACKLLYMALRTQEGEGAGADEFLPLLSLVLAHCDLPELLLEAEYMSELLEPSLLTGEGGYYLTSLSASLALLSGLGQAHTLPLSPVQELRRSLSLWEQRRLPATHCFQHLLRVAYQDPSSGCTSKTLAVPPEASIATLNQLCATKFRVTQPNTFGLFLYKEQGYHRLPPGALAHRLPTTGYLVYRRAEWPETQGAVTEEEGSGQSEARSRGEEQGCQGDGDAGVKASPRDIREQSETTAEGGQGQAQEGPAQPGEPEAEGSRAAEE
CSN inh – inhibitors of CSN-mediated cullin deneddylation, primary screen, biochemical, fluorescence polarization, uHTS; AID 651999, 2013; COP9 signalosome complex subunit 5 (Homo sapiens), Q92905; Purified CSN, SCF-Nedd8-OG deneddylation; inhibition, % at 12.5 µM; 0.38% of 360,000 active;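 active means pattern-corrected inhibition above about 35%, with an unprinted fluorescence ratio check between 0.5 and 1.5, limit read from the data, passing the limit was not always enough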;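 further: 0% = enzyme with substrate and 100% = substrate without enzyme; some results filed as inactive read as strong as hits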
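Material: purified human Csn5 enzyme expressed in HEK293T cells / Medium: Tris buffer pH 7.5, NaCl, DTT, Tween-20, trehalose, ovalbumin / Compound dosing: 12.5 µM single point / Schedule: 90 min incubation of compound, enzyme and substrate at room temperature / Signal: fluorescence polarization of the substrate / Control set: no-enzyme wells high, enzyme-with-substrate wells low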
bovine MsrA act – bovine MsrA enzyme activators, primary screen, biochemical, absorbance, HTS; purified bovine MsrA, absorbance read-out; 0.3% of 360,000 active; activation, % at 10.6 µM; Methionine sulfoxide reductase A (Bos taurus); AID 602163, 2012; in the data active means activation above about 7.5%;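 further: 0% = vehicle and 100% = reference activator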
Tb MetRS inh – T. brucei MetRS inhibitors, primary screen, biochemical, luminescence. methionyl-tRNA synthetase (Trypanosoma brucei brucei). purified T. brucei MetRS, ATP depletion, Kinase-Glo luminescence. inhibition, % at 11.9 µM. 0.4% of 360,000 active;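 active means inhibition above a per-plate cutoff of the control wells' mean inhibition plus 3 SD, cut at about 5.5% in these data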;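 further: 0% = DMSO wells median and 100% = median of wells with control inhibitor compound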
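technique = Kinase-Glo luminescence, ATP depletion format | system = purified MetRS (methionyl-tRNA synthetase) enzyme from Trypanosoma brucei | timing = 15 min preincubation, 2 h reaction, all 25 °C | evaluation = percent inhibition versus plate control medians | dosing = single dose, 11.9 µM final nominal, 0.9% final DMSO | also added = substrates ATP, L-methionine and bulk Escherichia coli tRNA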
MsrA inhibitor – bovine MsrA enzyme inhibitors, primary screen, biochemical, absorbance, HTS; Methionine sulfoxide reductase A (Bos taurus); purified bovine MsrA, absorbance read-out; inhibition, % at 15.5 µM; 0.75% of 360,000 active; AID 651718, 2012; in the data active means inhibition above about 4.5%;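 further: 0% = vehicle wells with enzyme and 100% = reference inhibitor wells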
E coli Lon inh – inhibitors of E. coli Lon protease, primary screen, biochemical, fluorescence polarization; P0A9M0; purified E. coli Lon protease; inhibition, % at 7.94 µM; 0.42% of 360,000 active; in the data active means inhibition above about 13%, passing the limit was not always enough;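 further: 0% = enzyme with probe and DMSO and 100% = no enzyme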
MLLE-PAM2 inh – inhibitors of PABP1 MLLE–PAM2 peptide binding, primary screen, biochemical, fluorescence polarization, FITC-PAM2, GST-MLLE; Polyadenylate-binding protein 1 (Homo sapiens), P11940; inhibition, % at 20 µM; 0.36% of 360,000 active; AID 588489, 2011; in the data active means inhibition above about 35%, passing the limit was not always enough;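 further: plate controls were DMSO wells with GST-MLLE for no effect and wells lacking GST-MLLE protein for full effect; some results filed as inactive read as strong as hits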
FAS TE block – FAS thioesterase domain inhibitors, primary screen, biochemical, fluorescence intensity, uHTS; Fatty acid synthase (Homo sapiens), P49327; recombinant FAS-TE, OMFH fluorogenic substrate, fluorescence endpoint; inhibition, % at 15 µM; 0.67% of 360,000 active; AID 602261, 2012;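 active means compounds whose normalised, plate-corrected inhibition of enzyme fluorescence in the single-dose primary screen is 50% or more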;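 further: 0% = DMSO with enzyme and 100% = substrate without enzyme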
Neddyl block – inhibitors of cullin neddylation, primary screen, biochemical, TR-FRET, uHTS, NAE and Ubc12 | 0.58% of 360,000 active | calls only at 25 µM | NEDD8-conjugating enzyme Ubc12 (Homo sapiens) + NEDD8-activating enzyme E1 regulatory …; in the data active means inhibition above about 36%
Starred values were filed as active, the others as inactive; i = inactive; . = no result given.

nr	canonical_smiles	Rin1-Abl PPI inh	CSN inh	bovine MsrA act	Tb MetRS inh	MsrA inhibitor	E coli Lon inh	MLLE-PAM2 inh	FAS TE block	Neddyl block
1	CC(C)CCNC(=O)C1(C)CCN1Cc1ccc2ccccc2c1 (stereo not drawn)	-0.5	1.8	0.0	-0.3	0.9	-6.4	-16.0	8.1	i
2	N#Cc1cnn2c(N)c(-c3ccc(Cl)cc3)cnc12	0.9	0.9	0.3	0.0	2.0	-8.7	-13.2	3.0	i
3	COc1ccccc1NC(=O)C1(c2ccccc2)CCCC1	2.1	5.3	-8.0	-0.9	-1.6	0.2	7.7	11.3	i
4	COc1ccc(N2C(=O)CC(N3CCN(c4ccccc4)CC3)C2=O)cc1 (stereo not drawn)	1.9	2.7	-1.5	0.1	-1.6	-8.8	-0.5	-4.3	i
5	Cc1ccc(-c2nc(-c3cccnc3)no2)cc1	0.2	3.0	-2.5	-0.1	-0.9	-3.0	-1.0	-2.7	i
6	Cc1ccc(-c2nnc(SCC(=O)Nc3ccc(N4CCOCC4)cc3)o2)cc1	-1.4	-4.3	-0.8	0.1	0.3	-4.2	-12.9	-8.3	i
7	CC1=C(C(=O)N(C(C)C)C(C)C)CC(CC(=O)NC(c2ccccc2)c2ccccc2)C(=O)N1Cc1ccc(F)cc1 (stereo not drawn)	2.4	2.6	1.9	-0.2	-0.9	-0.4	-3.9	14.9	i
8	CCC(=O)c1ccc(OCC(=O)Nc2cc(S(=O)(=O)N3CCCCC3)ccc2OC)cc1	-2.1	4.2	-4.3	-0.1	-1.3	-7.6	8.5	25.2	i
9	Cc1onc(-c2c(Cl)cccc2Cl)c1C(=O)ONC(=O)c1ccccc1	3.5	-5.4	-1.1	-0.1	0.7	4.7	9.8	-3.1	i
10	CCN1CCCC1CNC(=O)C(=O)NCc1ccccc1 (stereo not drawn)	4.2	-4.2	-1.6	0.3	-0.5	-13.7	12.9	-2.3	i
11	CCCOc1cc(C)c(S(=O)(=O)NCc2cccs2)cc1C	4.6	-1.8	-1.2	0.6	-0.3	-11.4	-1.6	24.8	i
12	COc1ccc(CCn2c(=O)[nH]c3cc(C(=O)NCCN4CCOCC4)ccc3c2=O)cc1OC	1.0	-5.6	3.0	-0.6	-0.2	-0.4	1.7	-4.3	i
13	COCCC(=O)N1CCCC(C(=O)c2ccc(Oc3ccccc3)cc2)C1 (stereo not drawn)	-1.4	2.3	-1.6	-0.7	-0.6	6.1	9.2	-10.7	i
14	COC(=O)c1cccc(OCCCN2CCC(C(O)(c3ccccc3)c3ccccc3)CC2)c1	.	-1.1	-5.2	-0.7	-0.6	-4.5	.	0.1	i
15	COc1ccccc1NC(=O)C(C)OC(=O)C1CCN(S(=O)(=O)c2ccc(C)c(C)c2)CC1 (stereo not drawn)	0.1	-3.3	-8.4	-0.8	-0.6	2.0	10.4	24.0	i
16	COc1ccccc1-n1c(SCC(=O)Nc2ccc(Cl)cc2)nc(O)c(Cc2ccccc2)c1=O	-2.2	0.7	-7.9	55.1*	0.1	-10.0	18.6	-2.6	i
17	Cc1oc(-c2ccccc2Cl)nc1CS(=O)(=O)CC(=O)NC1CCCC1	0.2	0.7	-3.6	-0.7	0.1	-13.0	-8.8	-3.8	i
18	CC(=O)c1c(C)[nH]c(C(=O)NC(C)c2ccccc2)c1C (stereo not drawn)	2.1	-5.8	-3.8	-0.2	-0.9	10.6	-6.2	1.0	i
19	Cc1ccc(C(=O)OCC(=O)Nc2ccc3c(c2)OCO3)o1	0.0	-6.5	-2.9	0.4	-0.3	-2.3	-1.9	-12.4	i
20	Clc1ccc2c(c1)C(C1=NCCN1)c1ccccc1CS2 (stereo not drawn)	-0.4	0.7	-2.3	-0.5	0.8	-5.6	10.6	-11.8	i
21	COc1ccc(N/C=C(/C(C)=O)c2ccccc2)cc1	-2.0	-3.0	-7.0	-0.3	3.8	-7.8	1.6	-7.9	i
22	O=S(=O)(Cc1ccccc1)N1CCn2c(nc3ccccc32)C1	2.8	-5.8	-2.7	-0.3	-0.1	-17.9	10.8	-3.8	i
23	COc1cc(NC(=O)c2ccc(N3CC4CC(C3)c3cccc(=O)n3C4)c(NC(=O)c3ccncc3)c2)cc(OC)c1OC (stereo not drawn)	1.3	-2.6	-4.4	0.0	0.0	-1.3	4.2	-8.1	i
24	Cc1cc(C)n2nc(SCC(=O)Nc3ccc(F)c(F)c3F)nc2n1	1.5	1.8	-3.0	-0.1	-0.6	-17.1	8.6	-2.3	i
25	Cc1ccc(S(=O)(=O)N(C)C)cc1NC(=O)COC(=O)Cc1ccc(Br)cc1	-0.8	-5.5	-2.2	0.1	0.3	-13.4	7.9	9.0	i
26	CCSc1ccccc1C(=O)N1CCN(Cc2ccc3c(c2)OCO3)CC1	-1.6	3.3	-4.0	0.5	1.0	1.6	18.3	-5.4	i
27	COc1ccc(-n2nnnc2SCC(=O)Nc2ccc3c(c2)OCCO3)c(OC)c1	1.5	3.4	-1.1	-1.1	0.1	-9.6	28.6	-42.0	i
28	COC(=O)[C@@H]1C[C@@]2(O)[C@@H](O)[C@@H](O)[C@@H](O)C[C@H]2N1C/C=C/c1ccccc1	-1.0	-1.7	-2.2	-0.1	0.1	8.1	0.6	-12.8	i
29	O=C(N/N=C/c1ccc([N+](=O)[O-])cc1)c1cccs1	-4.4	5.9	-4.1	0.1	5.4*	2.4	-11.0	2.9	i
30	NC(=O)CC(NC(=O)Cc1ccc(Br)cc1)c1ccc(N2CCN(c3ccc(F)cc3)CC2)c([N+](=O)[O-])c1 (stereo not drawn)	0.8	-2.2	-3.2	0.0	-0.8	-0.5	25.7	0.7	i

In a second layout: 3 of the compounds above.
The line under a structure holds: Rin1-Abl PPI inh, CSN inh, bovine MsrA act, Tb MetRS inh, MsrA inhibitor, E coli Lon inh, MLLE-PAM2 inh, FAS TE block, Neddyl block
6: Cc1ccc(-c2nnc(SCC(=O)Nc3ccc(N4CCOCC4)cc3)o2)cc1
  -1.4, -4.3, -0.8, 0.1, 0.3, -4.2, -12.9, -8.3, i
7: CC1=C(C(=O)N(C(C)C)C(C)C)CC(CC(=O)NC(c2ccccc2)c2ccccc2)C(=O)N1Cc1ccc(F)cc1 (stereo not drawn)
  2.4, 2.6, 1.9, -0.2, -0.9, -0.4, -3.9, 14.9, i
8: CCC(=O)c1ccc(OCC(=O)Nc2cc(S(=O)(=O)N3CCCCC3)ccc2OC)cc1
  -2.1, 4.2, -4.3, -0.1, -1.3, -7.6, 8.5, 25.2, i

(list continues)
nr	canonical_smiles	Rin1-Abl PPI inh	CSN inh	bovine MsrA act	Tb MetRS inh	MsrA inhibitor	E coli Lon inh	MLLE-PAM2 inh	FAS TE block	Neddyl block
31	COc1ccc(/C(O)=C(\C#N)c2nc3ccccc3n2C)cc1OC	-3.0	0.0	-6.3	-0.8	6.9*	-3.0	-2.6	0.2	i
32	Cn1cc(C(=O)c2cccc(Cl)c2Cl)cc1C(=O)O	-2.4	4.3	1.1	-0.5	0.4	5.1	11.1	-1.4	i
33	CCC1CCCCN1C(=O)CSc1nnc(CNC(=O)c2cc(OC)c(OC)c(OC)c2)o1 (stereo not drawn)	-0.1	2.4	-4.1	0.0	-0.9	7.3	-5.0	-6.3	i
34	C=CCn1c(SCC(=O)N(CC)C2CCS(=O)(=O)C2)nc2sc3c(c2c1=O)CCC3 (stereo not drawn)	0.8	-0.1	0.1	-0.2	0.5	-0.9	8.5	5.0	i
35	O=C(NC(Cc1ccccc1)C(=O)O)OCC1c2ccccc2-c2ccccc21 (stereo not drawn)	-2.3	-1.7	-3.8	0.2	-1.0	-6.7	3.8	4.1	i
36	COc1ccc(N=Cc2c(O)c3ccccc3oc2=O)cc1	-2.2	9.0	-4.5	-0.6	1.4	-11.4	-34.1	-1.6	i
37	Cc1ccc(S(=O)(=O)/N=C/c2cc(Br)ccc2O)cc1	-1.5	1.9	-7.6	-1.1	-0.2	-2.5	-8.4	-8.2	i
38	COc1ccccc1Cc1c(-c2ccc(Cl)cc2)nc2c(C)cc(Br)cn12	-2.4	10.3	0.7	0.2	0.7	-7.6	-24.5	22.1	i
39	Cc1cccc(-c2nc(CS(=O)CC(=O)NC(C)CCc3ccccc3)c(C)o2)c1 (stereo not drawn)	-0.7	5.2	-1.3	0.2	-0.3	3.7	1.9	3.1	i
40	CCOc1ccc(S(=O)(=O)NCCC(=O)NCc2ccco2)cc1	-0.1	3.2	-3.0	-0.3	-1.1	-5.4	-12.4	-5.2	i
41	CC(C)(Oc1ccc(Cl)cc1)C(=O)OCC(=O)Nc1ncc(Cl)cc1Cl	-1.8	2.6	-1.8	0.7	1.5	6.7	1.1	14.8	i
42	C/C=C(\C)C(=O)N[C@@H](C)CN1C2=NC[C@H](C(C)C)N2C[C@H]1Cc1ccc(OC)cc1	2.3	2.2	-1.0	0.0	-0.7	-6.7	2.0	-11.2	i
43	COCC(=O)N1CCC(Oc2cccc(C(=O)NCc3ccccn3)c2)CC1	-0.1	-6.4	-3.0	0.1	-0.4	4.8	-6.1	0.4	i
44	COc1ccc(N(C)S(=O)(=O)c2cccc(C(=O)OCC(=O)c3c(N)n(C)c(=O)n(C)c3=O)c2)cc1	-1.4	1.8	2.9	0.0	-1.5	1.8	-14.1	29.5	i
45	O=C(Nc1cccnc1)c1ccc(Cl)c(S(=O)(=O)N2CCCCC2)c1	0.5	1.8	-0.4	-0.2	-0.6	6.8	5.9	2.2	i
46	COc1cccc(NC(=O)COc2ccc3c(c2)CCC3)c1	3.4	-1.1	-3.4	0.3	0.6	3.5	8.6	15.3	i
47	O=[N+]([O-])c1ccc2c(c1)oc1ccccc12	-0.3	-0.5	-0.9	0.3	0.9	4.8	-0.1	-2.5	i
48	O=C(CCOc1ccccc1)Nc1ccnn1C1CCN(Cc2ccc(O)cc2)CC1	3.0	0.1	-0.7	-0.3	-0.8	-6.6	-0.6	-3.3	i
